TSHR antag: antagonists of human thyroid stimulating hormone receptor; P16473; TSHR-expressing cells, TSH-stimulated cAMP HTRF, 2 h; hits give low values; activity change, negative = inhibition, % at 11.5 µM; hit rate 0.2% among 330,000; AID 504810;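 active = activity change below a set negative limit, meaning inhibition stronger than a set level, cut at about -70% in these data; inconclusive = activity change between two set negative limits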; note: % is set by controls: 0 for no effect and ±100 for the full control effect
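Inhibition of cAMP made by TSHR-expressing cells under TSH stimulation (4nM final, EC80; 2 h, 37 deg C) is quantified with a one-step lysis HTRF kit, anti-cAMP cryptate versus cAMP-d2.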
MLL CXXC-DNA inh: blocks binding of human MLL CXXC domain to DNA; AID 2662; hit rate 0.037% among 290,000; Q03164; Potency, µM (titrated, usually from 115 µM), without a hit: at the top dose activity change, negative = inhibition, usual class: inhibitors; MLL-CXXC / FITC-HOXA9 DNA fluorescence polarization; active = well fitted inhibition curve with a large enough effect in the polarisation, with a control signal flat, not every such curve was filed as active; inconclusive = small, poorly fitted or top-dose-only effect, or effect the other way, or a change in a side signal; inactive = no such curve, though single readings can be large or run the other way; the % refers to the polarisation; note: potency is the fitted concentration of half-maximal effect
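Fluorescence polarization: 7 uM MLL-CXXC (stock) preincubated 5 min with compounds, then 50 nM fluorescein-HOX-A9 DNA (stock) added; 30 min ambient. Buffer 50 mM Tris-HCl pH 7.5, 50 mM NaCl, 1 mM DTT, 0.05% BSA.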
TCR act: T cell receptor activation; 330,000 tested, under 10 active; primary human leukocytes, anti-CD3, IL-2 HTRF, 48 h; Potency, µM (highest dose often 9.22 µM), without a hit: at the highest dose activation of IL-2 secretion, hits mostly activators; note: % of control where 0% means no effect
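IL-2 produced over 48 hr by a-CD3 bead-stimulated primary human leukocytes exposed to compounds was detected with a homogeneous time-resolved FRET immunoassay, 665nm acceptor signal after 320nm excitation.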
GALK inhibitor: blocks human galactokinase activity; P51570; Purified GALK, Kinase-Glo residual ATP luminescence; Potency, µM (top dose mostly 57.5 µM), for the others: top-dose activity change, negative = inhibition, usual class: inhibitors; hit rate 0.007% among 270,000; AID 1868; note: potency is the fitted concentration of half-maximal effect; % is set by controls: 0 for no effect and ±100 for the full control effect
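Quantitative HTS: GALK 5 nM, ATP 35 uM, galactose 100 uM, 1 h room temperature, then luciferase-based ATP detection.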
Giardia kill: kills Giardia lamblia; Giardia lamblia trophozoite viability; hit rate 0.15% among 340,000; activity change, % at 7.66 µM, hits read low; in the data active = activity change below about -80%; inconclusive = between about -30% and that limit;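 note: parasites exposed to compound for two days anaerobically before the ATP read; % is set by controls: 0 for no effect and ±100 for the full control effect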
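Trophozoites 100 cells/well + cpd; 48 hrs, 37 deg C, anaerobic. ATPLite 1-Step added, 15-30 min RT, luminescence read (ATP-based viability).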
Chronic BCR inh: inhibitors of chronic active B-cell receptor signaling | ABC-DLBCL IkBa-CBG/CBR reporter, luminescence ratio, 4 h | Potency, µM (doses to about 46.1 µM), for inactives: at the highest dose ratio change, negative = lower green/red ratio, most hits filed as inhibitors | hit rate 0.05% among 340,000 | AID 493014; active = well fitted inhibition curve with a large enough effect in the signal ratio, with a control signal flat, not every such curve was filed as active; inconclusive = small, poorly fitted or top-dose-only effect, or effect the other way, or a change in a side signal; the % refers to the signal ratio;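 note: potency is the fitted concentration of half-maximal effect; plate controls were basal doxycycline-induced cells for no effect and cells given 10 µM MG132 for full effect; MG132 reads +100%, hits lower the ratio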
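Doxycycline induced both beetle luciferases in TMD8 lymphoma cells; IKK-driven degradation limits the IkappaBalpha-fused green signal, while red luminescence normalises for cell number and nonspecific effects. Compounds tested up to 46 uM, 4 hrs.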
Coupling enz: counter-screen for Giardia aldolase inhibitors: coupling enzyme system. coupling enzyme system counterscreen, AmpLite Red fluorescence. activity change, negative = inhibition, % at 58.2 µM, hits read low. hit rate 0.67% among 290,000. AID 2472; in the data active = activity change below about -30%; note: % is set by controls: 0 for no effect and ±100 for the full control effect
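Activity here indicates interference with the coupling reaction, not aldolase inhibition. Compounds at 57.5 uM final met coupling enzymes for 10 min at RT; substrate and AmpLite Red detection followed, with a 525/598 nm fluorescence read after 20 min.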
hERG WT inh: blocks the wildtype human KCNH2 potassium channel | hit rate 0.37% among 340,000 | U2OS, BacMam KCNH2, thallium flux FluxOr; hits give low values | activity change, % at 1.84 µM | AID 720551 | Q12809;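 active = maximum activity change below -70%; inconclusive = maximum activity change between -70% and -50%; inactive = maximum activity change above -50%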; note: % is set by controls: 0 for no effect and ±100 for the full control effect
Target sequence (Q12809 whole entry, looked up): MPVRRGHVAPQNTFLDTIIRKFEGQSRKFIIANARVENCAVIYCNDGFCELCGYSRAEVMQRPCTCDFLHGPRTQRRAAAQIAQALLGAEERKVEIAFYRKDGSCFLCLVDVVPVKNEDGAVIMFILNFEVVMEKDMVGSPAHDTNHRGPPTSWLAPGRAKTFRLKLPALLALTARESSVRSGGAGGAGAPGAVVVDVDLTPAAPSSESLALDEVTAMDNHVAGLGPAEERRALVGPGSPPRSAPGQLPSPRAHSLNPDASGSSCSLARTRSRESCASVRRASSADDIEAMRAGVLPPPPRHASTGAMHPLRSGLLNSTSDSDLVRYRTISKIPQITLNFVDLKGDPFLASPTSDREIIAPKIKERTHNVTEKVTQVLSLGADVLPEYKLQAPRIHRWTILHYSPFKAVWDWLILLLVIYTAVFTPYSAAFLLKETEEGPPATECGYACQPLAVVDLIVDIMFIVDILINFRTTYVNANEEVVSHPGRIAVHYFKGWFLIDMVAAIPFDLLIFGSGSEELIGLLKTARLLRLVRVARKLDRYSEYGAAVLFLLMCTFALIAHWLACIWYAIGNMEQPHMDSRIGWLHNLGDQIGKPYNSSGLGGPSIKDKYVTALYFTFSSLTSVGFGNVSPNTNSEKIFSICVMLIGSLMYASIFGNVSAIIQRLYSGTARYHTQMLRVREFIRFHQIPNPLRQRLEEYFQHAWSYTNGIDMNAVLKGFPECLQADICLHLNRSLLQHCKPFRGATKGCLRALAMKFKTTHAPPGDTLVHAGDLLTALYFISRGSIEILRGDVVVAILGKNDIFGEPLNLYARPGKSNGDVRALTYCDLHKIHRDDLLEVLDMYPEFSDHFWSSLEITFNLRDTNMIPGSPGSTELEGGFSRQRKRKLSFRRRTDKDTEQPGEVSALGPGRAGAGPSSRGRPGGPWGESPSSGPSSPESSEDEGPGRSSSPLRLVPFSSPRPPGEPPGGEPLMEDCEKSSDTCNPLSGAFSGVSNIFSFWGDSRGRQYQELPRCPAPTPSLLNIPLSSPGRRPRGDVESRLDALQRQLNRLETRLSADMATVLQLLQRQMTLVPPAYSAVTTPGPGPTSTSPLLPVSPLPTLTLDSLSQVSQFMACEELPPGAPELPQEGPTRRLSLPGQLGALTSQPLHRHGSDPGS
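U2OS cells transduced with wild-type KCNH2 virus are loaded with FluxOr dye for 45 min, and thallium flux is measured in kinetic reads before and after stimulation buffer. Rate constants are normalized to DMSO controls.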
A-T KAP1 phos: potential ataxia-telangiectasia treatments restoring KAP-1 phosphorylation; […] A-T fibroblasts, KAP-1 phosphorylation AlphaLISA; neocarzinostatin DNA damage 30 min before lysis; Potency, µM (series often up to 57.5 µM), inactives show at the top dose activation, usual class: activators; hit rate 0.19% among 320,000; note: potency is the fitted concentration of half-maximal effect; % of control where 0% means no effect; nearly all actives have a fitted effect of over 45% in size
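ATM-like activity read as KAP-1 phosphorylation via AlphaLISA donor/acceptor antibody pairs after lysis and 6 hr at 25C. Cells were ATM-null patient fibroblasts ([…], hTERT), dosed 60 min, then exposed to the DSB inducer NCS for 30 min.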
Tb PFK inh: inhibitors of T. brucei phosphofructokinase. T. brucei PFK, ADP-Glo luminescence. hit rate 0.17% among 330,000. O15648. Potency, µM (highest dose often 57.5 µM), without a hit: at the top dose activity, negative = inhibition, hits mostly inhibitors;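 note: potency is the fitted concentration of half-maximal effect; 0% = uninhibited 1x PFK enzyme wells and -100% = no-enzyme wells; nearly all actives have a fitted effect of over 60% in size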
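PFK 1.25 nM, F6P 0.5 mM, ATP 0.1 mM, 0.1 M TEA pH 8.0, 5 mM MgCl2, 0.01% Tween20, 0.1% BSA; 45 min RT. ADP-Glo readout. qHTS titration up to 57 uM; curves fitted, compounds curve-classed.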
Starred values were filed as active, the others as inactive; ? = inconclusive; / = not tested or not shown; & = joins results of further samples; [ ] = another dose, or the depositor's remark. Unless noted, calls come from the whole dose curve; as a rule, active = well fitted curve in the direction sought with a large enough effect; inconclusive = small, poorly fitted or top-dose-only effect, or another doubt; inactive = no such curve, though single readings can be large; an effect the other way counts as inactive or inconclusive.

SMILES	TSHR antag	MLL CXXC-DNA inh	TCR act	GALK inhibitor	Giardia kill	Chronic BCR inh	Coupling enz	hERG WT inh	A-T KAP1 phos	Tb PFK inh
COc1ccc(CC(=O)NNC(=O)c2ccoc2C)cc1OC	-5	-7%	-4%	-1%	-9	-5%	-1	-12	-4%	0%
CC1=NC(C)(C)Cc2c(C)cccc21	6	9%	-4%	2%	4	0%	0	12	0%	4%
O=C(Nc1nc2c(Br)cc(Br)cc2c(=O)s1)c1ccco1	-1	74%[activator]	-6%	4%	-1	-4%	6	-4	2%	-7%
COc1cccc(Nc2nc(-c3cccc(N4C(=O)c5ccccc5C4=O)c3)cs2)c1	0	33%[activator]	1%	-4%	-9	9%	-2	-6	0%	-1%
CCc1cc(=O)oc2cc(OCC(=O)NCc3ccccn3)ccc12	-4	28%	-17%	0%	9	0%	/	-2	7%	0%
CC(C)N(Cc1nc(-c2ccccc2)no1)C(=O)c1ccc(Cl)cc1	5	-6%	-1%	4%	-7	1%	3	-1	13%	3%
Cc1c(C(=O)N2CCOCC2)c(S(=O)(=O)Nc2ccc(Br)cc2F)c(C)n1C	-12	-1%	5%	-1%	-8	10%	-3	2	4%	10%
CCc1cc2c(=O)c(-c3nc4ccccc4n3C)c(C)oc2c(CN2CCN(C)CC2)c1O	-5	-4%	4%[46.1 µM]	-2%	/	0%	-2	/	2%	1%
CCOC(=O)c1c(C)[nH]c(C)c1S(=O)(=O)Nc1ccc(CN2CCCCC2)cc1	0	0%	-14%	-4%	-8	0%	0	6	-3%	2%
CCOC(=O)c1c(C)n(-c2ccc(F)cc2)c2ccc(O)cc12	-2	8%	-3%	-2%	7	-5%	0	-24	-23%	-3%
O=C(CN1CCN(c2ccccn2)CC1)Nc1cccc(S(=O)(=O)N2CCCC2)c1	2	5%	0%	1%	-8	6%	-1	-4	2%	-2%
O=C(O)C1C(c2ccccc2)C(C(=O)Oc2ccc(O)cc2)C1c1ccccc1 (configuration not stated)	-6	-25%	1%	-3%	12	12%	10	-7	1%	0%
CC(=O)Nc1ccc(NC(=O)C2CCN(C(=O)NC3CCCCC3)CC2)cc1	-15	-5%	-6%	-1%	12	2%	2	1	3%	0%
Cc1ncn(C23CC4CC(CC(O)(C4)C2)C3)n1	2	7%	6%	0%	-3	0%	0	2	-1%	-1%
Cc1noc(C)c1Cc1ccc(O)cc1	3	-4%	9%	-2%	0	0%	5	-15	1%	-7%
O=c1c2ccc([N+](=O)[O-])c3cccc(c32)c2nc3ccccc3n12	15	29%	/	-2%	/	-2%	/	/	-1%	-1%
Cc1cc(=O)[nH]c(SCC(=O)Nc2c(C)n(C)n(-c3ccccc3)c2=O)n1	0	/	6%	/	3	-1%	/	-17	-2%	-3%
CCC(=O)Nc1ccccc1C(=O)OCC(=O)c1ccccc1	-4	6%	-1%	1%	1	?	/	8	-6%	1%
CCNc1nc(N)c(C(=O)C23CC4CC(CC(C4)C2)C3)s1	-16	-8%	-3%	12%	6	4%	-1	10	-12%	-4%
CN(C(=O)c1ccc2c(=O)n3c(nc2c1)CCCCC3)c1cccc(Cl)c1	-17	10%	-2%	-2%	10	13%	-3	8	12%	0%
COc1cccc(/C=C/C(=O)OCC(=O)c2ccc3c(c2)NC(=O)CO3)c1	-19	/	0%	/	?	?	/	9	-12%	3%
CCC(=O)Nc1cccc(C(=O)/C=C/c2cccs2)c1	-2	17%	-2%	-1%	-30	?	1	-2	4%	7%
CC(C)NC(=O)c1cc(C(=O)c2cc(Cl)ccc2O)coc1=N	10	-3%	5%	1%	5	?	1	7	4%	0%
O=C(Cn1nc(C(=O)O)c2ccccc2c1=O)Nc1ccc2c(c1)C(=O)c1ccccc1C2=O	-7	1%	/	2%	/	2%	0	/	-9%	0%
CCOC(=O)C1CCN(Cc2cn[nH]c2-c2ccccc2)CC1	4	-2%	-9%	5%	10	3%	2	-4	2%	1%
Other compounds follow.
SMILES	TSHR antag	MLL CXXC-DNA inh	TCR act	GALK inhibitor	Giardia kill	Chronic BCR inh	Coupling enz	hERG WT inh	A-T KAP1 phos	Tb PFK inh
Nc1cccc2c1C(=O)N(Cc1nnc(-c3ccccc3Br)o1)C2=O	-3	-1%	-6%	-4%	5	?	0	-11	22%	1%
COc1ccc2c(c1)C(c1ccc([N+](=O)[O-])cc1)=NNC(c1ccco1)=N2	-9	3%	/	-3%	-2	-9%	3	8	-6%	-18%
COc1ccccc1C(=O)n1nc(-c2ccco2)nc1N	1	12%	-1%	-2%	-14	25%	-1	5	4%	-3%
N#Cc1c(-c2ccco2)ccn(Cc2ccc(F)cc2)c1=O	-2	-5%	7%	8%	-11	0%	1	/	3%	-7%
CCOC(=O)CC1=Nc2ccccc2NC(=O)C1	-6	-2%	5%	1%	4	-22%	0	-6	-3%	24%
O=C(NCc1nnc(SCC(=O)N2CCN(c3ccccc3)CC2)o1)c1ccccc1	1	0%	1%	1%	3	?	/	-12	16%	0%
CC(=O)N1CCCc2cc(S(=O)(=O)Nc3ccccc3C)ccc21	-4	11%	-4%	14%	-13	-1%	3	-10	5%	4%
COc1ccc(CC(=O)OCc2cc(=O)n3cc(Br)ccc3n2)cc1OC	-11	-9%	0%	-3%	-3	?	2	-4	-1%	1%
CN(C(=O)c1sc2nc(N3CCOCC3)c3c(c2c1N)CCCC3)c1ccccc1	-15	9%	6%	2%	6	5%	1	0	-3%	-10%
CCOc1ccc(NC(=O)c2ccc(NC(=O)CN3C(=O)C(=O)N(CC(C)C)C3=O)cc2)cc1	3	/	5%	/	-4	3%	/	-4	2%	3%
Cc1sc2ncnc(Nc3ccc(N4CCOCC4)cc3)c2c1-c1ccccc1	256	-3%	-5%[46.1 µM]	0%	14	?	-2	-5	-2%	0%
C/C(CCN1CCCCc2nc(C)c(C)cc21)=N\O[C@@H](C)CN1CCCCc2nc(C)c(C)cc21	0	7%	/	/	/	-3%	0&1	/	-7%	-4%
Cc1ccc(-n2c(-c3ccc(Cl)cc3)n[nH]c2=S)cc1	-23	-17%	-4%	1%	?	0%	7	0	-6%	-2%
Cc1cccc(NS(=O)(=O)c2cccc(C(=O)N3CCC3)c2)c1	-8	/	/	/	-22	1%	/	7	5%	0%
COc1cc(CN/C(C)=C(\C#N)C(N)=O)cc(OC)c1OC	-13	7%	-19%	2%	6	2%	0	27	7%	-3%
CC(C(=O)NCCCc1ccccc1)c1ccc([N+](=O)[O-])cc1 (configuration not stated)	7	3%	6%	2%	-4	?	6	0	-2%	-7%
CC(=O)c1cccc(NC(=O)N2CCc3ccccc3C2)c1	-11	-1%	1%	-7%	-17	-3%	1	4	2%	-2%
COc1ccc(C)cc1NC(=O)C(Sc1nnc(Nc2ccccc2F)s1)c1ccccc1 (configuration not stated)	10	6%	0%[46.1 µM]	0%	-12	?	-1	-9	0%	0%
c1cncc(CN=C2Nc3ccccc3CS2)c1	-4	6%	1%	0%	-3	4%	-1	-4	3%	-7%
CCOc1ccc(NC(=S)NCC(c2cccnc2)N2CCOCC2)cc1 (configuration not stated)	-1	9%	0%	0%	8	0%	-1	-22	-1%	0%
Fc1cccc(NCc2cn3ccccc3n2)c1	-17	27%	0%	-1%	25	13%	11	-32	/	12µM*
O=C(CSc1nnc(CNC(=O)c2cccs2)o1)Nc1ccc(Cl)cc1	-2	-1%	4%	-5%	13	2%	/	-3	11%	-5%
COC(=O)c1cc(NC(=O)Nc2cc(OC)ccc2OC)cc(C(=O)OC)c1	-9	6%	5%	-1%	-2	-7%	-2	-3	/	0%
CCOc1ccc(NC(=O)C(=O)NCCCn2ccnc2)cc1	-1	-4%	5%	-6%	-6	0%	3	0	-1%	-7%
Nn1c(Cc2ccc(Br)cc2)n[nH]c1=S	0	2%	2%	14%	-4	2%	-1	-8	4%	-24%
CC12CCC(C(=O)Nc3cc(Cl)ccc3Cl)(C(Br)C1=O)C2(C)C (configuration not stated)	8	-6%	-1%[46.1 µM]	0%	26	5%	2	4	11%	-5%
Cc1cc(C)c(OCCCn2ccnc2)c(C)c1	-18	-20%	-5%	-2%	-16	-2%	2	6	2%	0%
CCOC(=O)CNC(=O)/C=C/c1ccc2c(c1)OCO2	15	9%	-7%	1%	21	3%	2	-3	-1%	0%
Cc1ccc(C)c(NC(=O)c2ccccc2Sc2ccc([N+](=O)[O-])cc2Cl)c1	81	10%	2%[46.1 µM]	2%	2	9%	1	4	2%	-1%
CCN(Cc1nc2ccccc2c(=O)[nH]1)C(=O)c1cccc(S(=O)(=O)N2CCc3ccccc32)c1	4	/	-3%	/	-15	-5%	/	-2	8%	0%

Source: PubChem BioAssay (National Center for Advancing Translational Sciences (NCATS))
